TrxR1 substrate: qHTS Assay for Substrates of Mammalian Selenoprotein Thioredoxin Reductase 1 (TrxR1): qHTS. Thioredoxin reductase 1, cytoplasmic (Rattus norvegicus), O89049. purified TrxR1 substrate turnover, NADPH consumption readout. Potency, µM (highest dose often 114 µM), without a hit: at the top dose activity change, negative = substrate turnover. 390,000 compounds, 0.01% hits. AID 588456, 2011; note: potency is the fitted concentration of half-maximal effect; % is set by controls: 0 for no effect and ±100 for the full control effect; nearly all actives have a fitted effect of over 50% in size
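Rat TrxR1, dispensed at 90 nM, was prereduced with 400 uM NADPH (final) for 5 min at ~22 deg C, then incubated with compound 15 min before 400 uM selenite. A first-read NADPH fluorescence drop versus no-compound background flagged substrates.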
USP1-UAF1 inh: Inhibitors of USP1/UAF1: Primary Screen; Ubiquitin carboxyl-terminal hydrolase 1 (Homo sapiens), O94782; recombinant USP1/UAF1, Ub-Rhodamine cleavage fluorescence; Potency, µM (top dose mostly 57.1 µM), without a hit: at the top dose activity change, negative = inhibition, actives largely listed as inhibitors; 390,000 compounds, 0.23% hits; AID 743255, 2014; note: potency is the fitted concentration of half-maximal effect; % is set by controls: 0 for no effect and ±100 for the full control effect; nearly all actives have a fitted effect of over 60% in size; inactives centre near -12
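High-throughput fluorogenic screen: 1nM USP1/UAF1 complex, Ub-Rho substrate 150nM final, 50mM HEPES pH 7.8 with 0.5mM EDTA, 0.1 mg/ml BSA, 1mM TCEP and 0.01% Tween-20.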
TRHR ag: qHTS for Small Molecule Agonists and Allosteric Enhancers of Human TRH Receptor: Primary Screen for Agonists. Thyrotropin-releasing hormone receptor (Homo sapiens), P34981. TRHR cells, calcium flux fluo-8, FDSS agonist mode. activation, % at 2 µM. 360,000 compounds, 0.18% hits; in the data active = activation above about 30%; note: 0% is about no effect
Target sequence (P34981 whole entry, looked up): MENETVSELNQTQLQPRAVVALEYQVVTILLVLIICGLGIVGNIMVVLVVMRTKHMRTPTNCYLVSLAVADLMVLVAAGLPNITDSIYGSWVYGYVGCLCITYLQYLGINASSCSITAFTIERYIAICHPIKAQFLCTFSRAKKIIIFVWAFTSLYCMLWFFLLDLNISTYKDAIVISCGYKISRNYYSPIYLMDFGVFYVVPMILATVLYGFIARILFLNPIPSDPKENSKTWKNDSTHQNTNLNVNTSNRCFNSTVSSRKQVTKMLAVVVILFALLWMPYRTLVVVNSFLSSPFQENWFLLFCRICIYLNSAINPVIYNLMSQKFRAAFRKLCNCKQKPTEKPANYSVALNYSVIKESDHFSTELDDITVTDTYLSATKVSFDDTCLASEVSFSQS
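Fluo-8-loaded TRHR cells; 10 s baseline, compound added, kinetic Ca2+ fluorescence read 1/s, agonist mode.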
D2 ag: HTS Assay for Allosteric Agonists of the Human D2 Dopamine Receptor: Primary Screen for Agonists. 340,000 compounds, 0.53% hits. HEK293 T-REx D2 cells, calcium flux agonist mode. AID 485358, 2010. activation, % at 2 µM;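 active = activation over 3 SD above normal in the single-dose calcium agonist read, cut at about 30% in these data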; note: 0% is about no effect
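Agonism is scored from calcium flux in a force-coupled, inducible HEK293 cell line expressing D2, read kinetically for 180 s after compound addition against dopamine controls.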
D2 antag: HTS Assay for Allosteric Antagonists of the Human D2 Dopamine Receptor: Primary Screen for Antagonists | AID 485344, 2010 | inhibition, % at 10 µM | HEK293 TREx D2 cells, calcium flux, dopamine EC80 | 340,000 compounds, 2% hits; in the data active = inhibition above about 30%; note: 0% is about no effect
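In this primary screen, negative modulation is detected by tracking calcium flux after an EC80 dopamine challenge in inducible HEK293 T-REx D2 cells preexposed to test compound for 180 s.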
TrxR1 inh: qHTS Assay for Inhibitors of Mammalian Selenoprotein Thioredoxin Reductase 1 (TrxR1): qHTS; Thioredoxin reductase 1, cytoplasmic (Rattus norvegicus), O89049; recombinant rTrxR1, NADPH fluorescence consumption, selenite substrate; AID 588453, 2011; Potency, µM (titrated, usually from 114 µM), for the others: at the top dose activity change, negative = inhibition, hits mostly inhibitors; 390,000 compounds, 1% hits; note: potency is the fitted concentration of half-maximal effect; % is set by controls: 0 for no effect and ±100 for the full control effect; nearly all actives have a fitted effect of over 65% in size
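Rat TrxR1 (90 nM in the dispensed reagent) was pre-reduced with 400 uM NADPH for 5 min at room temperature, then incubated with compound for 15 min. After 400 uM selenite was added, NADPH fluorescence (Ex 340/Em 450 nm) was followed for 8 min.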
Pin1 inhibitor: qHTS Assay to Find Inhibitors of Pin1; Pin1 FP peptide displacement, HiFluor488, 10 min; Potency, µM (series often up to 115 µM), for inactives: top-dose activity, negative = inhibition, most hits filed as inhibitors; 390,000 compounds, 0.009% hits; AID 504891, 2011; active = well fitted inhibition curve with a large enough effect in the polarisation, with a control signal flat, not every such curve was filed as active; inconclusive = small, poorly fitted or top-dose-only effect, or effect the other way, or a change in a side signal; inactive = no such curve, though single readings can be large or run the other way; the % refers to the polarisation; note: potency is the fitted concentration of half-maximal effect; % is set by controls: 0 for no effect and ±100 for the full control effect
Target sequence (Q13526 whole entry, looked up): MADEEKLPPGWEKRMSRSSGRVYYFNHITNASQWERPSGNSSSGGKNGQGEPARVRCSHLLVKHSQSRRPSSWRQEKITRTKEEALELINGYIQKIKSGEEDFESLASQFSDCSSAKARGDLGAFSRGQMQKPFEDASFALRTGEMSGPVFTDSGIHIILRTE
TRHR PAM: qHTS for Small Molecule Agonists and Allosteric Enhancers of Human TRH Receptor: Primary Screen for Enhancers. TRHR cells, fluo-8 calcium fluorescence, EC20 TRH enhancement. 360,000 compounds, 0.66% hits. enhancement, % at 2 µM. AID 493056, 2011; in the data active = enhancement above about 30%; note: 0% is about no effect
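TRHR-expressing cells loaded with fluo-8 calcium dye were read kinetically (ex 480/em 530) during compound addition, then stimulated with an EC20 of TRH (10 nM final). Enhancement of the Gq-mediated intracellular calcium response was scored.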
mIDH1 inhibitor: qHTS for Inhibitors of mutant isocitrate dehydrogenase 1 (IDH1): qHTS. 390,000 compounds, 0.093% hits. IDH1-R132H enzyme, NADPH consumption, diaphorase/resazurin fluorescence. Potency, µM (doses to about 76.6 µM), without a hit: top-dose activity change, negative = inhibition, actives largely listed as inhibitors. Isocitrate dehydrogenase [NADP] cytoplasmic (Homo sapiens), O75874; note: potency is the fitted concentration of half-maximal effect; % is set by controls: 0 for no effect and ±100 for the full control effect; nearly all actives have a fitted effect of over 65% in size
Target sequence (O75874 whole entry R132H, stated change not applied): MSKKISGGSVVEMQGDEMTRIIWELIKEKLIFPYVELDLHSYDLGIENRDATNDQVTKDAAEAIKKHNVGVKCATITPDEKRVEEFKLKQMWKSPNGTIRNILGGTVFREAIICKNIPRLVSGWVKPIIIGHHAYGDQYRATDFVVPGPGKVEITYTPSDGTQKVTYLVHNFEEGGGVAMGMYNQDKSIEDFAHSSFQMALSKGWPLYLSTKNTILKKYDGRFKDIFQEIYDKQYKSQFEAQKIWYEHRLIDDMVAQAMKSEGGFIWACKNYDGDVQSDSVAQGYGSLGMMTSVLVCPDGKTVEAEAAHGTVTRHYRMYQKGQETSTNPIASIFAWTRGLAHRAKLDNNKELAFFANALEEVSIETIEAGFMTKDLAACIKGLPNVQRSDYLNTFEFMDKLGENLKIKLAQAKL
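IDH1-R132H (0.5 ug/mL) preincubated 30 min with compound, then NADPH (0.016 mM) and alpha-KG (2 mM) added; 80 min at RT, pH 7.5. Remaining NADPH coupled via diaphorase/resazurin to fluorescence (540/590 nm); concentration-response curves normalized to no-enzyme control.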
Active calls of the source: *; ? = inconclusive; · = no result given; [ ] = remark or other dose. Unless noted, calls come from the whole dose curve; as a rule, active = well fitted inhibition curve with a large enough effect; inconclusive = small, poorly fitted or top-dose-only effect; inactive = no such curve, though single readings can be large or run the other way. This is a subset. The share of hits here may be higher or lower than overall.

Results follow in this order: TrxR1 substrate	USP1-UAF1 inh	TRHR ag	D2 ag	D2 antag	TrxR1 inh	Pin1 inhibitor	TRHR PAM	mIDH1 inhibitor
O=c1c2ccccc2nnn1CSc1nnnn1-c1ccccc1
 : 4%	-11%	0.1	1.1	-7	19%	-10%	23	-4%
CC(=O)c1sc(-c2ccc(F)cc2)cc1NS(=O)(=O)c1ccc(C)cc1
 : -5%[57.1 µM]	-12%	0.1	-0.2	-14	-5%[57.1 µM]	-5%	2	4%
CCOC(=O)C1=C(C)N(C)C(=O)NC1c1cccc2ccccc12 (stereo not drawn)
 : -7%	-4%	0.7	0.6	1	-11%	1%	3	-8%
COc1ccc(-c2c(C#Cc3ccc(N(C)C)cc3)c3ccccc3n2C)cc1
 : 7%	8%	·	·	·	-3%	-3%	·	-4%
CC(Oc1ccccc1F)C(=O)N1CCC(c2nc3ccccc3o2)CC1 (stereo not drawn)
 : -12%	-23%	0.5	-1.1	·	-4%	-1%	-1	15%
CCOC(=O)c1sc2cccc(F)c2c1N
 : 124%[activator]	-3%	0.7	-1.7	1	-21%	-1%	-2	3%
COc1ccccc1CNC(=O)C1CCC(CNc2c(N3CCCCC3)c(=O)c2=O)CC1 (stereo not drawn)
 : -6%	-3%	-0.1	0.3	5	7%	2%	2	0%
CCC1(O)CC(c2ccccc2)=NN1C(=O)c1ccccc1F (stereo not drawn)
 : -6%[57.1 µM]	-14%	·	·	·	-4%[57.1 µM]	-2%	·	4%
Cc1c(C(=O)N2CCN(c3ccccn3)CC2)sc2ncnc(N3CCOCC3)c12
 : 2%	-9%	-0.4	-1.3	0	-4%	4%	14	0%
CCCCN1C2CCCC1CC(NC(=O)c1ccc(OC)c(OC)c1)C2 (stereo not drawn)
 : 0%	-4%	0.3	0.7	9	-9%	3%	8	3%
CCOc1ccc(NC(=O)C(Cc2ccccc2)NC(=O)C2CCCCC2)cc1 (stereo not drawn)
 : -2%	-8%	-0.3	-0.2	3	-4%	-7%	1	6%
CC(C)N(C(=O)NC(=O)Nc1ccc(S(=O)(=O)N2CCCC2)cc1)S(C)(=O)=O
 : 3%	-16%	0.4	0.3	-22	20%	-5%	-4	9%
C=CCN(c1ccc(C(=O)NC(C)C)cc1)S(C)(=O)=O
 : 5%	4%	-0.2	0.2	-11	11%	-1%	-3	0%
CC(C)C(=O)Nc1cccc(-c2nc3ncccc3o2)c1
 : 37%[activator]	2%	0.9	0.0	5	-13%	-1%	17	1%
COc1cc(OC)cc(C(=O)N2CCN(C(=O)c3cccnc3)CC2)c1
 : 9%	-20%	0.0	1.0	12	29%	7%	0	-5%

Sorted by value in TrxR1 substrate (highest first): 3 from the list above
Structure	TrxR1 substrate
Cc1c(C(=O)N2CCN(c3ccccn3)CC2)sc2ncnc(N3CCOCC3)c12	2%
COc1ccccc1CNC(=O)C1CCC(CNc2c(N3CCCCC3)c(=O)c2=O)CC1 (stereo not drawn)	-6%
CC(Oc1ccccc1F)C(=O)N1CCC(c2nc3ccccc3o2)CC1 (stereo not drawn)	-12%

Next section:
Results follow in this order: TrxR1 substrate	USP1-UAF1 inh	TRHR ag	D2 ag	D2 antag	TrxR1 inh	Pin1 inhibitor	TRHR PAM	mIDH1 inhibitor
Cn1c(=O)c2c(nc(CN3CCOCC3)n2CCc2ccccc2)n(C)c1=O
 : 7%	-21%	0.0	0.2	-1	21%	-5%	-2	2%
C=CCCC(=O)Nc1nc(C)c(-c2csc(Nc3cccc(OC)c3)n2)s1
 : 6%[57.1 µM]	-14%	0.0	-0.7	2	26%[57.1 µM]	18%	-9	-15%
Cc1ccc(-c2nnc(SCC(=O)c3ccc(Cl)cc3)n2-c2ccccc2)cc1
 : -1%[57.1 µM]	-16%	0.4	0.5	·	11%[57.1 µM]	9%	8	10%
CC(C)(CC(=O)O)Cc1nc(-c2ccc(Cl)cc2)no1
 : 2%	0%	0.5	-1.8	44*	32%	6%	-4	-3%
O=C(Nc1nccs1)c1ccc(-c2ccc([N+](=O)[O-])cc2)o1
 : -6%[57.1 µM]	?	0.7	2.1	-20	9%[57.1 µM]	?	-7	11%
Nc1ccc(C(=O)OCc2csc(-c3ccccc3)n2)cc1[N+](=O)[O-]
 : 0%	-8%	1.1	1.1	-8	27%	21%	1	5%
CCOC(=O)C1CCCN(S(=O)(=O)c2c(C)noc2C)C1 (stereo not drawn)
 : -4%	-21%	0.7	0.1	-1	-9%	-6%	-3	2%
Fc1ccc(OCCCCCCN2CCCC2)cc1
 : 3%	-10%	0.3	-0.2	19	-2%	-1%	-10	0%
CCC(Sc1nc2ccccc2o1)C(=O)Nc1nnc(C)s1 (stereo not drawn)
 : 6%[57.1 µM]	-18%	0.2	1.3	0	-3%[57.1 µM]	2%	10	1%
CC(=O)NC(CC(=O)NC1CCCCCC1)c1ccccc1 (stereo not drawn)
 : 3%	-14%	0.2	0.3	-9	13%	-4%	-3	7%
COc1ccc(CCNC(=O)c2ccc3c(c2)N(Cc2ccccc2F)C(=O)c2ccccc2S3=O)cc1OC (stereo not drawn)
 : 0%	-16%	-0.3	0.0	·	19%	15%	10	-6%
CC(C)NC(=O)CSc1nc(-c2ccccc2)cs1
 : 3%[57.1 µM]	-25%	0.1	-0.6	5	8%	0%	-3	6%
CC[C@]12C(=O)N(C)C[C@H]([C@@H]3C(=O)N(C)C(=O)[C@@H]31)N2C(=O)c1ccc(F)cc1
 : 6%[57.1 µM]	-23%	·	·	·	-8%[57.1 µM]	-6%	·	11%
CC(C)c1cccc(C(C)C)c1NC(=O)CN(C)C1CCS(=O)(=O)C1 (stereo not drawn)
 : 8%	-18%	-0.5	·	·	22%	-1%	-1	3%
CC(C)OC(=O)c1cc(NC(=O)C2C3CCC(O3)C2C(=O)O)cc(C(=O)OC(C)C)c1 (stereo not drawn)
 : 1%	-21%	0.8	-1.3	3	13%	0%	-10	0%
N#Cc1ccccc1NC(=O)C(=O)NCCc1csc(-c2ccc(C(F)(F)F)cc2)n1
 : 10%[57.1 µM]	-5%	-0.1	1.0	·	31%[57.1 µM]	4%	3	2%
CC(C)(C)c1ccc(C(=O)NCC(=O)OCC(=O)N2CCN(S(=O)(=O)c3ccc(Cl)cc3)CC2)cc1
 : -6%	-9%	-0.2	0.1	-12	5%	-4%	20	-1%
CC(C)NC(=O)c1ccc(CN2CCc3ccccc3C2)cc1
 : 2%	-9%	0.8	0.4	10	16%	2%	7	0%
CCC(C)N(C)Cc1cccc(C2(O)CCN(S(=O)(=O)c3ccc(F)c(C)c3)CC2)c1 (stereo not drawn)
 : 3%	2%	1.2	-0.4	-3	15%	4%	-3	-1%
Cc1ccc(S(=O)(=O)CCc2ccccn2)cc1
 : 8%[57.1 µM]	-21%	-0.3	0.4	13	7%[57.1 µM]	1%	-8	-2%
O=C(NCCN1CCNCC1)c1ccccc1O
 : 37%[activator]	-8%	·	·	·	-1%	8%	·	11%
CCN(CC)C(=O)Nc1c(C)n(C)n(-c2ccccc2)c1=O
 : 1%	-12%	0.2	0.2	2	1%	0%	-2	1%
N/C(Cn1cncn1)=N\NC(=O)C(=O)Nc1ccc(Cl)cc1Cl
 : 6%[11.4 µM]	10%	-0.3	0.4	-3	-1%[11.4 µM]	-14%	7	10%
COc1ccc(OC)c(/C=C/C(=O)N(C)CC(=O)Nc2ccc(C)cc2)c1
 : 89%[activator]	-4%	-0.5	-0.9	-12	0%	8%	9	-3%
COc1ccc(CNC(=O)c2ccc(NC(=O)CC3SC(N4CCCCC4)=NC3=O)cc2)cc1 (stereo not drawn)
 : 1%[57.1 µM]	-7%	0.3	-0.6	6	-13%[57.1 µM]	8%	11	-4%
O=C(CCc1nc(-c2ccccc2)no1)NC1CCCCCC1
 : 4%	-25%	-0.5	-0.4	14	17%	3%	-8	20%
Cc1ccc(OCc2nnc(SCC(=O)c3cccc([N+](=O)[O-])c3)n2C)cc1
 : 5%	-6%	0.9	-0.1	-3	?	-3%	-6	4%
COC(=O)CC1c2cc(OC)c(OC)cc2CCN1C(=O)Nc1ccc(C)cc1Cl (stereo not drawn)
 : 0%[57.1 µM]	-15%	9.3	18	·	12%[57.1 µM]	-2%	6	0%
CCN(CC)C(=O)Cn1c(=O)oc2ccccc21
 : 0%	-18%	0.2	0.3	-3	14%	5%	1	-9%
CC1=C(C(=O)Nc2ccccc2)C(c2ccc(C(=O)O)cc2)n2nc(SCC(=O)c3ccc(C)cc3)nc2N1 (stereo not drawn)
 : 3%[57.1 µM]	10%	0.2	·	·	16%[57.1 µM]	-1%	1	-4%
COc1ccc(OC)c(NC(=O)CSc2ccccc2)c1
 : -10%	-22%	-0.4	-0.2	2	-9%	5%	-1	5%
CC(C)(C)OC(=O)N1CCC(C(=O)NNC(=O)c2ccc(Cl)cc2Cl)CC1
 : 3%	-17%	-0.6	·	·	19%	-5%	4	6%

Entries of single compounds as entered above. Screens in order: TrxR1 substrate | USP1-UAF1 inh | TRHR ag | D2 ag | D2 antag | TrxR1 inh | Pin1 inhibitor | TRHR PAM | mIDH1 inhibitor
Listed for `Cn1c(=O)c2c(nc(CN3CCOCC3)n2CCc2ccccc2)n(C)c1=O` = 7% | -21% | 0.0 | 0.2 | -1 | 21% | -5% | -2 | 2%
Listed for `COc1ccc(-c2c(C#Cc3ccc(N(C)C)cc3)c3ccccc3n2C)cc1` = 7% | 8% | · | · | · | -3% | -3% | · | -4%

From PubChem
